CHT inh = inhibitors of human choline transporter CHT | High affinity choline transporter 1 (Homo sapiens), Q9GZV3 | CHT-expressing cells, membrane potential dye, choline response; stronger effect = lower value | B-score at 10 µM | actives 0.86% (n = 310,000);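 active means B-score over 3 SD under the library average, and starting fluorescence ratio not unusually high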;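 further: choline stimulus applied at its EC90 after an EC20 pre-addition; B-score computed on integrated fluorescence ratio after choline addition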
KCNQ2 inh = KCNQ2 potassium channel inhibitors, primary screen, cell-based, CHO-K1, FluxOR thallium flux, B-score (AID 2156); Potassium voltage-gated channel subfamily KQT member 2 (Rattus norvegicus), O88943; 20 min; stronger effect = lower value; B-score at 10 µM; actives 1.1% (n = 310,000);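 active means fluorescence ratio B-score at most minus 3 library SDs, with starting brightness B-score within 2 library SDs, cut at about -5.5 in these data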
Target sequence (O88943 whole entry, looked up): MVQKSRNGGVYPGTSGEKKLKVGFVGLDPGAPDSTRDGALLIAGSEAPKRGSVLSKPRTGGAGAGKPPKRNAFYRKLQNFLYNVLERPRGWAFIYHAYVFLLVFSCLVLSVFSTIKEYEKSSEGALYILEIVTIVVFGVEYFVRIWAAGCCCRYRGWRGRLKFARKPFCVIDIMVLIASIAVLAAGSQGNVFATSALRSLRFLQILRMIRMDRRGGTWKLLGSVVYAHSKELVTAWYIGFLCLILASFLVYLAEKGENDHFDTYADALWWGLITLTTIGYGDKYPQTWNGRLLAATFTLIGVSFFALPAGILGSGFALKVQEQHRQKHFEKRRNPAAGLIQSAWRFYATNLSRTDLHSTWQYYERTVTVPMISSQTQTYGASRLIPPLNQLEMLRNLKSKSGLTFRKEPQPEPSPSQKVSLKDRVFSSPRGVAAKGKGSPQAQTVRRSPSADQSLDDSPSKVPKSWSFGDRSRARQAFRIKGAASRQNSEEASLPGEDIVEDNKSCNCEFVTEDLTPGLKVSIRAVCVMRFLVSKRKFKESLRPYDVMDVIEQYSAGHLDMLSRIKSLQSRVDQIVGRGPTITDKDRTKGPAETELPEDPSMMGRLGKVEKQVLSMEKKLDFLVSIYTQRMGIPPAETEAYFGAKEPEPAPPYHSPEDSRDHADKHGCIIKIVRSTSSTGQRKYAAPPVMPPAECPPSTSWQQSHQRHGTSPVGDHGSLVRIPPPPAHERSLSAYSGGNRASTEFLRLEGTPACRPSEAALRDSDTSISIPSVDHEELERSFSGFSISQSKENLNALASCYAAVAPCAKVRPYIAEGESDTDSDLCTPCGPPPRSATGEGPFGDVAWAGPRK
* hit, by the source's call; i = inactive; nt = no result given.

Screens in order: CHT inh	KCNQ2 inh
[1] O=C(NCCCN1CCOCC1)c1ccc(CSCc2cccc(Cl)c2)o1
  i	i
[2] COc1cccc(CC2(CO)CCCN(Cc3sc(N4CCCC4)nc3Cl)C2)c1 (stereo unspecified)
  i	i
[3] Cc1ccc(NCc2ccccc2F)cc1
  i	i
[4] O=C(Nc1ccccc1)c1ccc(Br)c(S(=O)(=O)Nc2cccnc2)c1
  i	i
[5] Cc1cc(C)cc(NC(=O)CSc2nc3c(c(=O)n2C)SC(C)C3)c1 (stereo unspecified)
  i	i
[6] Cc1ccc(OCCn2cnc3c2c(=O)n(C)c(=O)n3C)cc1
  i	i
[7] O=C(Oc1ccc2cccc(OC(=O)N3CCOCC3)c2c1)N1CCOCC1
  i	i
[8] COc1ccc2sc(N(CCCN(C)C)C(=O)c3ccc(S(=O)(=O)N4CCc5ccccc5C4)cc3)nc2c1
  i	i
[9] COc1ccc(NC(=O)c2cc(S(=O)(=O)N(Cc3ccccc3)c3ccccc3)ccc2Cl)cn1
  i	i
[10] NC(=O)C1(N2CCCCC2)CCN(C(=O)CSc2nc3ccccc3[nH]2)CC1
  i	i
[11] Cc1ccc(C(=O)N[C@H](C(=O)Nc2sccc2C(N)=O)C(C)C)cc1
  i	i
[12] O=C(NCC1CC1)c1ccc(Nc2nc3ccc(Br)cc3[nH]2)cc1
  i	i
[13] Fc1ccc(NC(=S)N2CCOCC2)cc1Cl
  i	i
[14] CCOC(=O)c1ccc(NC(=O)N2CCN(C(=O)C3CCCO3)CC2)cc1 (stereo unspecified)
  i	i
[15] Cc1ccc(S(=O)(=O)N(C)CC(=O)Nc2nnc(CC(C)C)s2)cc1
  i	i

Compound profiles, from the list above:
NC(=O)C1(N2CCCCC2)CCN(C(=O)CSc2nc3ccccc3[nH]2)CC1 across the screens: CHT inh = i; KCNQ2 inh = i
Fc1ccc(NC(=S)N2CCOCC2)cc1Cl across the screens: CHT inh = i; KCNQ2 inh = i

(more compounds)
Screens in order: CHT inh	KCNQ2 inh
[16] Cc1ccc(CN2CCN(Cc3ccc4cccc(F)c4n3)CC2CCO)cc1 (stereo unspecified)
  i	i
[17] CCN(CC)CCN(C(=O)CCS(=O)(=O)c1ccccc1)c1nc2c(C)cc(C)cc2s1
  i	i
[18] OC1(CN2CCOCC2)C2CN3CCN(C2)CC1(c1ccccc1)C3 (stereo unspecified)
  i	i
[19] CCCc1n(CC(O)COCc2ccccc2)c2ccccc2[n+]1C (stereo unspecified)
  i	i
[20] CCCCCSc1nnc(-c2ccccc2NC(C)=O)c(=O)[nH]1
  i	i
[21] Cc1c(C(=O)OCC(=O)N2CCCC2=O)oc2ccccc12
  i	i
[22] O=C(Nc1ccc(Cl)cc1)c1cccnc1N1CCCCC1
  i	i
[23] Cc1cccc(C)c1NC(=O)CN(C)S(=O)(=O)c1ccc(-c2ccc(=O)[nH]n2)s1
  i	i
[24] O=C(COc1ncnc2cc([N+](=O)[O-])ccc12)NCCc1ccc(Cl)cc1
  i	i
[25] c1csc(-c2cc(N3CCCCC3)c3ccccc3n2)c1
  i	i
[26] Cc1ccccc1OCC(=O)Nc1ccccc1NC(=O)c1ccco1
  i	i
[27] CN(Cc1cccc(Cl)c1Cl)C(=O)c1ccc(NC(=O)CC#N)cc1
  i	i
[28] Cc1occc1-c1nnc(SCC(=O)Nc2ccccc2)n1C
  i	i
[29] CCOC(=O)N1CCN(C(=O)c2ccc(C)c(S(=O)(=O)N3CCCCC3)c2)CC1
  i	i
[30] O=C(CSc1ccccc1)NCc1ccc(F)cc1
  i	i
[31] COc1ccccc1N1CCN(C(=O)c2cc(-c3ccc(Cl)c(Cl)c3)on2)CC1
  i	i
[32] CCCn1c(=N)c(S(=O)(=O)c2ccccc2)cc2c(=O)n3ccccc3nc21
  i	i
[33] COc1ccc(N(CC(=O)NCCSC2CCCCC2)S(=O)(=O)c2ccccc2)cc1OC
  i	i
[34] Cc1ccc(S(=O)(=O)N2CCC(C(=O)NNC(=O)c3ccccc3O)CC2)cc1C
  i	i
[35] COc1cc(CNCc2ccc(SC)cc2)cc(OC)c1
  i	i
[36] COc1ccc(-c2ccc(SCC(=O)Nc3cccc(C(C)=O)c3)nn2)cc1OC
  i	i
[37] O=C(NCc1ccccc1)c1cc[n+]([O-])cc1
  i	i
[38] COc1ccc(-c2cc(C3CC3)nc3sc(C#N)c(N)c23)cc1
  i	i
[39] Cc1c(O)c(CN2CCCCC2)cc2c1oc(=O)c1ccccc12
  i	i
[40] O=C(Nc1cccc(-c2cn3ccccc3n2)c1)c1cc2ccccc2oc1=O
  i	i
[41] Cn1nc(-c2ccc(Cl)cc2)c2cc(C(=O)NC3CC3)sc21
  i	i
[42] O=C(O)c1nn2c(C(F)(F)F)cc(-c3cccs3)nc2c1Cl
  i	i
[43] NC1=NC(=O)/C(=C\c2ccc(-c3ccc(Cl)cc3)o2)S1
  i	i
[44] CCn1c(SC(C)C)nnc1-c1c[nH]c2ccccc12
  i	i
[45] CCOC(=O)C1CCN(C(=O)CCn2c(=O)c3cccn3c3cccnc32)CC1
  i	i
[46] Cc1ccc2cccc(OCC(=O)Nc3ccc(N4CCOCC4)cc3)c2n1
  i	i
[47] COc1ccc(C2=NN(C(=O)C(O)c3ccccc3)C(O)(C(F)(F)F)C2)cc1 (stereo unspecified)
  i	i
[48] N#CCN1CCN(CC(=O)Nc2cccc3ccccc23)CC1
  i	i
[49] COC(=O)c1ccc2c(=O)n(Cc3ccc(C(=O)NCCCN4CCOCC4)cc3)c(=S)[nH]c2c1
  i	i
[50] COc1cc(OC)c(NC(=O)/C=C/C(=O)O)cc1Cl
  i	i
[51] C/C(=N\NC(=S)Nc1ccccc1)C1Cc2ccccc2C(=O)O1 (stereo unspecified)
  i	i
[52] Cc1ccc(F)cc1NC(=O)CSc1nnc(CNC(=O)c2ccco2)n1C
  i	i
[53] Cc1ccc(Nc2nnc(-c3ccc(N4CCOCC4)c([N+](=O)[O-])c3)c3ccccc23)cc1
  -5.4*	i
[54] CCn1cc(C(=O)OCc2ccc(F)cc2)c(=O)c2ccc(C)nc21
  i	i
[55] Cc1ccc(-c2nc(N/N=C/c3ccccc3[N+](=O)[O-])c3ccccc3n2)cc1
  i	i
[56] O=C(Nc1ccc(Cl)cc1F)C1CCN(S(=O)(=O)c2cccnc2)CC1
  i	i
[57] CC(=O)c1sc(NC(=O)CS(=O)(=O)c2ccc(F)cc2)nc1C
  i	i
[58] COc1cc(C(=S)N2CCCC2)cc(Cl)c1O
  i	i
[59] Cc1cc(OCC(O)CN)ccc1Cl (stereo unspecified)
  i	i
[60] COc1ccc(CNC(=O)CCSc2ccc(F)cc2)cc1OC
  i	i
[61] O=C(O)C1CC=CCC1C(=O)NC12CC3CC(CC(C3)C1)C2 (stereo unspecified)
  i	i
[62] Cc1ccc(NC(=O)C2CCCN(S(=O)(=O)c3cnc[nH]3)C2)cc1C (stereo unspecified)
  i	i
[63] COc1ccccc1CC(=O)Nc1ccc(-c2nnc(-c3ccco3)o2)cc1
  i	i
[64] O=S(=O)(c1ccc(Cl)cc1)N1CCN(Cc2ccncc2)CC1
  i	i
[65] O=C(NCCCN1CCOCC1)c1ccc(Br)s1
  i	i
[66] Cc1ccccc1Nc1nnc(SCC(=O)c2ccc(O)cc2O)s1
  i	i
[67] O=C1/C(=C/c2ccc3c(c2)OCO3)Oc2cc(OCC(=O)N3CCC[C@H]3C(=O)O)ccc21
  i	i
[68] Cc1c(C)c(C)c2[nH]c(=S)[nH]c2c1C
  i	i
[69] CC(=O)COC(=O)c1ccc2noc(-c3ccccc3)c2c1
  i	i
[70] O=C(O)/C(=C\c1ccccc1)c1ccc2ccccc2c1
  i	i
[71] O=C(CNCc1cccc(Cl)c1)N1CCc2ccccc2C1
  i	i
[72] CCC(C)N1C(=O)CCC1C(=O)NCc1ccc2c(c1)OCO2 (stereo unspecified)
  i	i
[73] COC(=O)c1ccccc1S(=O)(=O)N1CCC(NC(=O)c2ccccc2)CC1
  i	i
[74] O=C(O)c1ccccc1/C=N/n1c(C2CCCCC2)n[nH]c1=S
  i	i
[75] COC(=O)c1cc2occc2n1Cc1ccc(Cl)cc1
  i	i

Following part:
Screens in order: CHT inh	KCNQ2 inh
[76] Cc1nn(-c2ccccc2)c2sc(C(=O)OC3CCOC3=O)cc12 (stereo unspecified)
  i	i
[77] COc1ccc(CNC(=O)C2CCN(S(=O)(=O)N3CCCC3)CC2)cc1
  i	i
[78] CCN1CCN(C(=S)NC(=O)c2cccs2)CC1
  i	i
[79] COc1cccc(/C=N/n2cnnc2)c1OCc1ccccc1
  i	i
[80] Cc1ccccc1N1OC2C(=O)N(c3ccc(F)cc3)C(=O)C2C1c1ccccn1 (stereo unspecified)
  i	i
[81] CCO[C@@H]1OC(C(=O)NCc2nc3ccccc3[nH]2)=C[C@H](c2cn(C(C)=O)c3ccccc23)[C@H]1CCCO
  i	i
[82] O=C(NCC(=O)N(Cc1ccccc1)C(C(=O)NCC1CCCO1)c1ccccc1)c1cccs1 (stereo unspecified)
  i	-5.6*
[83] O=C(CSCc1ccc(Cl)cc1)Nc1ccccc1C(=O)N1CCOCC1
  i	i
[84] O=C(COc1cccc(Oc2ccccc2)c1)Nc1ccc(SC(F)F)cc1
  i	i
[85] O=C(c1c[nH]c2ccccc12)N1CCN(Cc2ccccc2)CC1
  i	i
[86] COc1ccc2c(Cl)c(C(=O)NCc3ccco3)sc2c1
  i	i
[87] CCCn1nc2cc(C(=O)NC3CCc4ccccc43)ccc2c1OCC (stereo unspecified)
  i	i
[88] O=S(=O)(Nc1cccc(Oc2ccc(Cl)cc2)n1)c1ccc(F)cc1
  i	i
[89] CCCCn1c(=O)[nH]c(=O)c2c1nc(-c1ccccc1OC(F)F)n2C
  i	i
[90] O=C(NC(=S)Nc1ccccc1Cl)c1cnn2c(C(F)(F)F)cc(C(F)(F)F)nc12
  i	i
[91] COc1cc(NC(=O)CCc2nnc3ccc(N4CCC5(CC4)OCCO5)nn23)cc(OC)c1
  i	i
[92] CC(=O)c1c(C)[nH]c(C(=O)CSc2nnc3ccccn23)c1C
  i	i
[93] O=C(NCCNC(=O)c1ccccn1)c1ccccc1
  i	i
[94] CCOc1ccc(NC(=O)CCS(=O)(=O)c2cccc3nsnc23)cc1
  i	i
[95] O=C(COC(=O)/C=C/c1ccc(Cl)cc1Cl)NCc1ccco1
  i	i
[96] O=C(CSc1ccccc1)Nc1ccc2c(c1)OCCO2
  i	i
[97] COC(=O)C1=NN(C(=O)c2ccccc2)C(O)(c2ccc([N+](=O)[O-])cc2)C1 (stereo unspecified)
  i	i
[98] CCOC(=O)CCCCCN(Cc1ccccc1)S(=O)(=O)c1ccc([N+](=O)[O-])cc1
  i	i
[99] O=C(Nc1ccc(S(=O)(=O)NC2=NCCCCC2)cc1)c1cc(S(=O)(=O)N2CCOCC2)ccc1F
  i	i
[100] C/C(CC(=O)Nc1cccc2c1CCCC2)=N\NC(=O)COc1ccccc1
  i	i
[101] COc1cccc(N(CC(=O)NCc2ccccc2)C(=O)CCC(=O)Nc2nccs2)c1
  i	i
[102] CN(C)CCNS(=O)(=O)c1ccc2c3c(cccc13)C(=O)N2
  i	i
[103] Cc1ccc2c(c1)-c1ccccc1S(=O)(=O)N2
  i	i
[104] Cc1cc(CCN2CCC(=O)NC2=O)ccc1OC(C)C
  i	i
[105] O=C(CSc1nc2c(sc3ccccc32)c(=O)n1CCCN1CCOCC1)NC1CCCC1
  i	i
[106] N#Cc1c(-c2cccs2)cc(-c2cccs2)[nH]c1=O
  i	i
[107] COc1ccc(C(=O)n2cnc3ccccc32)cc1Br
  i	i
[108] CCn1ccc(C(=O)Nc2ccc(Cl)cn2)n1
  i	i
[109] COC(=O)C1=C(O)C2(C(=O)O)CC(C(=O)OC)=C(O)C(C(=O)O)(C1)C2
  i	i
[110] C=CCn1c(C)cc(C(=O)COC(=O)/C=C/c2c(C)nn(C3CCS(=O)(=O)C3)c2Cl)c1C (stereo unspecified)
  i	i
[111] O=C(COC(=O)c1cccc([N+](=O)[O-])c1)NCc1cccs1
  i	i
[112] Cn1c(SCCC#N)nnc1-c1ccc(F)cc1
  i	i
[113] CCN(CC(=O)Nc1ccccc1C(=O)Nc1ccccc1)Cc1nc2ccccc2c(=O)[nH]1
  i	i
[114] O=C(ON=C1CCSCC1)c1ccccc1
  i	i
[115] CC1=NN(c2ccccc2)C(=O)C1N=Nc1ccc(N)cc1 (stereo unspecified)
  i	i
[116] CC1(C)CC(NC(=O)C(c2ccccc2)c2ccccc2)CC(C)(C)N1
  i	i
[117] O=C(CCc1ccc(S(=O)(=O)NC2CCCCC2)cc1)N(Cc1ccccc1)Cc1ccccc1
  i	i
[118] O=c1cc2c(nn1Cc1c(Cl)cccc1Cl)-c1ccccc1CC2
  i	i
[119] COc1cccc(Nc2nc(-c3ccccc3)nc3ccccc23)c1
  i	i
[120] COc1ccc(-c2nnc(SCC(=O)c3cccs3)o2)cc1
  i	i

KCNQ2 inh: entries above that show a hit
Screens in order: CHT inh	KCNQ2 inh
[82] O=C(NCC(=O)N(Cc1ccccc1)C(C(=O)NCC1CCCO1)c1ccccc1)c1cccs1 (stereo unspecified)
  i	-5.6*

(continued)
Screens in order: CHT inh	KCNQ2 inh
[121] COc1c(Cl)cc(C(=O)Nc2ccccc2-c2ccccc2)cc1Cl
  i	i
[122] CO/N=C/C(C#N)=C/c1cc(C(=O)c2ccc(F)cc2)cn1C
  i	i
[123] CCOC(=O)C(NC(=O)c1ccccc1Cl)(Nc1sc2c(c1C(N)=O)CCC2)C(F)(F)F (stereo unspecified)
  nt	i
[124] c1ccc(-c2ccccc2OCCCN2CCCC2)cc1
  i	i
[125] O=c1cc(-c2ccccc2)nc2nc(SCc3ccccc3)[nH]n12
  i	i
[126] COc1cc(NC(=O)c2ccc(NC3=NC4CS(=O)(=O)CC4S3)cc2)cc(OC)c1 (stereo unspecified)
  i	i
[127] Cc1ccccc1-n1c(C)nnc1SCC(=O)N1CC(=O)Nc2ccccc21
  i	i
[128] Cc1ccc(S(=O)(=O)N(Cc2cc3cccc(C)c3[nH]c2=O)c2ccccc2)cc1
  i	i
[129] Nc1nc(/C=C/c2ccc(F)cc2)nc(-c2ccccc2O)n1
  i	i

Screening results (PubChem)

This is a random part of the collection. Share with any hit: about 1.9%.
